MC4R barr agon = MC4R agonists recruiting beta-arrestin, primary screen, cell-based, luminescence, agonist arm of biased-ligand search. 360,000 tested, 0.98% active. Melanocortin receptor 4 (Homo sapiens), P32245. U2OS MC4R beta-arrestin complementation; percent of melanotan II response, DMSO zero. activation, % at 8.9 µM;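 active means activation above a per-plate cutoff, the mean activation of sample wells on that plate plus 3 SD, cut at about 8% in these data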
Target sequence (P32245 whole entry, looked up): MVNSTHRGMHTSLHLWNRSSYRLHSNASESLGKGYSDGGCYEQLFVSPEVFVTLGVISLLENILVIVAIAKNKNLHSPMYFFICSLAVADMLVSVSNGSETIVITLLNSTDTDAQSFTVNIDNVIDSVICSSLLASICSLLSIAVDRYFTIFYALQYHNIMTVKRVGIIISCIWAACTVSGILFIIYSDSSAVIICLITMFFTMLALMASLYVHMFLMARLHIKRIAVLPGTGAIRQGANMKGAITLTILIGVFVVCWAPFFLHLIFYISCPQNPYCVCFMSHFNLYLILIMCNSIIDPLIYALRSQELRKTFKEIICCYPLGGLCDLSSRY
ABHD5-PLIN5 inh = ABHD5-PLIN5 interaction inhibitors, primary screen, cell lysate, split luciferase complementation, luminescence; Split G. princeps luciferase complementation, 4 h; AID 602281, 2012; inhibition, % at 4 µM; 360,000 tested, 0.78% active; Perilipin-5 (Homo sapiens) + 1-acylglycerol-3-phosphate O-acyltransferase ABHD5 (Homo …;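 active means inhibition above the mean inhibition across every tested compound plus 3 SD, cut at about 22% in these data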;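 further: 0% = DMSO only wells and the 100% control is not disclosed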
aDG glyco up = activators of alpha-DG glycosylation, primary screen, uHTS, Pro5-aDG cells, AlphaScreen; alpha-DG glycosylation AlphaScreen (IIH6); 0% Pro5, 100% B10-LARGE cell signal; activation, % at 10 µM; 360,000 tested, 0.22% active; AID 624168, 2012;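 active means activation of at least 8% versus controls, or a plate z-score of at least 8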;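 further: Pro5 are CHO cells carrying HIG-tagged alpha-DG that lacks glycosylation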
Vif imaging = HIV Vif self-association inhibitors, primary screen, imaging, HEK293T, single point; AID 602346, 2012; 340,000 tested, 0.35% active; HEK293T cells, Vif self-association by quenched fluorescence, 24 h; inhibition, % at 7.49 µM; in the data active means inhibition above about 50%, passing the limit was not always enough; further: some results filed as inactive read as strong as hits
ABCB6 inh 2 = ABCB6 transporter inhibitors, primary screen, K562-ABCB6 cells, flow cytometry, MLPCN library; ATP-binding cassette sub-family B member 6 (Homo sapiens), Q9NP58; K562-ABCB6 porphyrin accumulation, 1 h; hits give low values; fluorescence ratio to DMSO, % at 10 µM; 360,000 tested, 0.19% active;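 active means fluorescence ratio to DMSO below 75%, the collection mean minus 3 SD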;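 further: signal is porphyrin accumulated inside mitochondria; 100% equals median channel fluorescence of DMSO control wells; lower ratio means ABCB6 inhibition with less porphyrin fluorescence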
NOD2-RIPK2 inh = NOD2-RIPK2 binding disruptors in cells, primary screen, fluorescence, CHO cells, BLA complementation | Receptor-interacting serine/threonine-protein kinase 2 (Homo sapiens), O43353 | CCF4 ratio | inhibition, % at 4.98 µM | 360,000 tested, 0.38% active; in the data active means inhibition above about 21%;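 further: 0% = vehicle only and 100% = reference blocker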
Target sequence (O43353 whole entry, looked up): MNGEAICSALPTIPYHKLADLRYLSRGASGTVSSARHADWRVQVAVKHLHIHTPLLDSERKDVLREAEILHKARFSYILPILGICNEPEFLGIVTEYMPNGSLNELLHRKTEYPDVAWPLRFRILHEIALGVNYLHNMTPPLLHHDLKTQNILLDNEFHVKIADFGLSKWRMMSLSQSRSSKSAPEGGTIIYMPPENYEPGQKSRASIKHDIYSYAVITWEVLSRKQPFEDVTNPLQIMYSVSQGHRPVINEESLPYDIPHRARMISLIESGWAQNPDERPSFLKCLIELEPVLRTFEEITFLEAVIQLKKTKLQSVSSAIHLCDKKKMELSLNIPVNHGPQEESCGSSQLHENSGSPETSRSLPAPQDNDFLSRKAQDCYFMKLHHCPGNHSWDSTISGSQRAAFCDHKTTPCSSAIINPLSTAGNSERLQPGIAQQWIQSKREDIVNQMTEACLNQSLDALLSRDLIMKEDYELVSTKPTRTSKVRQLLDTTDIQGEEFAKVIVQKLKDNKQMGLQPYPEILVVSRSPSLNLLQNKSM
TLR9-MyD88 inh = inhibitors of TLR9-MyD88 association in cells, primary screen, cell-based, CHO, BLA complementation, fluorescence; CCF4 FRET ratio; inhibition, % at 4.98 µM; 340,000 tested, 0.21% active; AID 504734, 2011;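 active means inhibition above the mean over all tested compounds plus 3 SD, cut at about 21% in these data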;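 further: 0% = DMSO only wells and 100% = clavulanate BLA inhibitor control wells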
N-glyco inh = increase of ERlucT glycosylation luciferase signal, primary screen, N-linked glycosylation inhibitor project, D54 ERlucT cells, luminescence, set 2. reporter increase, % at 12.5 µM. 360,000 tested, 0.23% active. AID 588692, 2011. D54 ERlucT glycosylation luciferase reporter, 24 h; percent of 100 nM tunicamycin response;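 active means mean luciferase reporter signal, scaled so untreated is 0 and the glycosylation-blocking control 100, at or above a set limit in every replicate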;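 further: luciferase carries N-glycosylation sites so blocking glycosylation raises the light; 0% = median of neutral control wells and 100% = median of 100 nM tunicamycin wells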
Granule exo inh = LAMP-1 surface exposure blockers, TALL-104 cells – cell-based, flow cytometry, MLPCN library, primary screen; TALL-104 LAMP-1 surface exposure; cells stimulated with thapsigargin and PMA; inhibition, % at 10 µM; 360,000 tested, 0.66% active; AID 651702, 2012;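 active means inhibition above about 55%, limit read from the data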
MC4R antagonist = MC4R antagonists of cAMP signaling, primary screen, cell-based, TR-FRET, antagonist arm of biased-ligand search; 360,000 tested, 0.48% active; MC4R-expressing cells, MTII-stimulated cAMP, LANCE TR-FRET; AID 540295, 2011; inhibition, % at 6.5 µM;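 active means inhibition above its plate's cutoff, the mean of tested wells on that plate plus 3 SD, cut at about 29% in these data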;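 further: 0% = Melanotan II alone and 100% = Melanotan II plus saturating MCL0020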
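system = U2OS cells with stable human MC4R expression | also added = Melanotan II challenge after compound preincubation | dosing = one concentration, 6.5 µM nominal | incubation = compound 30 min, challenge 1 h, detection 1 h | measured by = TR-FRET with Eu-cAMP and labeled anti-cAMP, 671 nm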
An asterisk follows results filed as active; x = not tested or not shown. Not all compounds are listed; rates above refer to the full screens.

N-glyco inh | MC4R antagonist | aDG glyco up | Structure | Vif imaging | ABHD5-PLIN5 inh | MC4R barr agon | Granule exo inh | ABCB6 inh 2 | TLR9-MyD88 inh | NOD2-RIPK2 inh
8 | 22 | 0.1 | CN1CCCCc2c1[nH]c1ccccc1c2=O | -5 | -9 | 0.3 | -1 | 103 | 0 | 2
-7 | 7 | 0.0 | CC(C)(C)c1ccc(-c2c(C#N)c(N)nc3c2CCCC3)s1 | -13 | 5 | -0.5 | 0 | 94 | -6 | -5
1 | 0 | -0.1 | COc1cccc(N2CCN(Cc3nc(N)nc(Nc4ccccc4OC)n3)CC2)c1 | 2 | -1 | -2.5 | 1 | 94 | -1 | -6
1 | 11 | -0.1 | COc1cccc(C(=O)/C=C/Nc2ccc(S(=O)(=O)Nc3ncccn3)cc2)c1 | 2 | -7 | -1.2 | -1 | 90 | 0 | 16
0 | 6 | -0.1 | COc1cc(CC(NC(C)=O)C(=O)NC2CCN(c3nc(C)cc(C)c3C#N)CC2)cc(OC)c1 (configuration not stated) | -10 | -5 | -0.3 | -1 | 96 | -4 | -11
-6 | -2 | -0.1 | CN(c1ccccc1)c1nc(N)c([N+](=O)[O-])c(NCc2ccccc2)n1 | 11 | 2 | 1.6 | 2 | 97 | -20 | -10
7 | -2 | 0.3 | O=C(CCl)Nc1cccc(CP(=O)(c2ccccc2)c2ccccc2)c1 | 9 | 4 | -1.0 | -5 | 95 | -7 | -1
-4 | 4 | -0.2 | S=C(NCCCN1CCOCC1)Nc1ccc(-c2nc3ccccc3[nH]2)cc1 | -13 | 5 | 3.0 | 32 | 95 | -9 | -1
1 | 7 | -0.3 | Cc1cc(OCC(=O)OCC(=O)Nc2cc(C(F)(F)F)ccc2N2CCOCC2)ccc1Cl | -4 | 0 | 1.5 | -3 | 96 | 3 | -3
1 | 4 | 0.2 | COc1ccc(N2CCN(C(=O)NC(=O)c3ccc(Cl)cc3)CC2)cc1 | 3 | 4 | -1.6 | -7 | 96 | 1 | -3
1 | 9 | -0.1 | O=C(N/N=C1\CCCc2ccccc21)C(O)c1ccccc1 (configuration not stated) | 13 | 15 | 1.1 | 4 | 93 | -7 | -6
1 | 4 | -0.2 | CC(C)c1ccc(NC(=O)COC(=O)COc2ccccc2)cc1 | 3 | 1 | -1.4 | -3 | 112 | -12 | -6
3 | 2 | -0.1 | CS(=O)(=O)N1CCCC(C(=O)Nc2ccccc2C(F)(F)F)C1 (configuration not stated) | 7 | -4 | -1.0 | -10 | 97 | -15 | -3
-1 | 21 | 0.5 | O=C(OCC(=O)N1CCCCC1)c1cc(S(=O)(=O)N2CCOCC2)c(Cl)cc1Cl | 5 | -9 | -1.4 | -30 | 92 | -5 | -2
-1 | -3 | -0.2 | COCc1c(N)c(C)nc(Cl)c1C#N | 0 | 2 | -1.2 | 5 | 99 | -6 | -10

Further entries.
N-glyco inh | MC4R antagonist | aDG glyco up | Structure | Vif imaging | ABHD5-PLIN5 inh | MC4R barr agon | Granule exo inh | ABCB6 inh 2 | TLR9-MyD88 inh | NOD2-RIPK2 inh
1 | 4 | -0.1 | C[C@@H]1CN([C@H](C)CO)C(=O)c2cccc(NS(=O)(=O)c3ccccc3)c2O[C@H]1CN(C)C | 24 | 6 | 0.0 | 5 | 102 | 6 | -21
2 | 0 | 0.4 | Cc1occc1C(=O)N/N=C/C=C/c1ccccc1 | 18 | -2 | -2.5 | -5 | 98 | 8 | -5
-3 | -3 | 0.5 | COc1ccc(CNc2ccc(-c3ccc(OC)cc3)nn2)cc1 | 3 | 2 | 0.4 | 0 | 99 | 1 | 0
0 | -7 | 1.0 | Cn1c(=O)c2[nH]c(Cc3cccc4ccccc34)nc2n(C)c1=O | -1 | 2 | 0.0 | 5 | 91 | -3 | 3
0 | 14 | 0.3 | CCCn1c(=O)c(C(=O)NCc2ccccn2)c(O)c2ccccc21 | 5 | 6 | -1.8 | 0 | 102 | -11 | 2
0 | 6 | -0.1 | CC(CCc1ccccc1)NC(=O)C1CC1 (configuration not stated) | -2 | 1 | -0.5 | 4 | 99 | x | -5
-1 | 5 | -0.1 | CC(C)=CCN1CCN(Cc2ccc(C#CC(C)(C)O)cc2)CC1CCO (configuration not stated) | -1 | 1 | 1.9 | 3 | 104 | -5 | 3
-2 | -3 | 0.2 | CN(C(=O)c1cc(S(=O)(=O)N2CCCCC2)c[nH]1)C1CCCCC1 | 3 | -5 | -0.6 | 6 | 96 | 1 | -1
1 | x | 0.0 | Cc1ccc(CN2CC(N3CCCCC3)CS2(=O)=O)cc1 (configuration not stated) | x | -9 | x | -2 | 109 | x | -2
1 | 8 | 0.0 | CC(C)(C)c1ccc(CC(=O)N2CCC2(C)C(=O)NS(=O)(=O)c2ccc3c(c2)CCO3)cc1 (configuration not stated) | 4 | -6 | -0.4 | -2 | 101 | x | -7
-3 | 7 | -0.1 | O=C(/C=C/c1ccccc1)Nc1cccc(C(=O)NCCCCc2ccccc2)c1 | x | -2 | -0.5 | 4 | 96 | 1 | -6
0 | -5 | 0.0 | O=S(=O)(c1ccc(Br)s1)N1CCNCC1 | 3 | -6 | -1.3 | 30 | 100 | 12 | -9
0 | 15 | -0.4 | CC(Sc1nnc(Nc2ccccc2F)s1)C(=O)NC1CC1 (configuration not stated) | 7 | -1 | -1.1 | -8 | 97 | 6 | -7
3 | -4 | -0.1 | Cc1ccc(OCC(=O)NC(=S)Nc2cccc(C)n2)cc1 | 1 | -2 | 1.7 | 0 | 102 | 14 | -9
-2 | 3 | 0.0 | Nc1c(C(=O)NC2CC2)sc2nc3c(c(-c4ccco4)c12)CC/C3=C/c1ccco1 | 1 | 10 | 1.4 | 5 | 99 | -9 | -1

(continued)
N-glyco inh | MC4R antagonist | aDG glyco up | Structure | Vif imaging | ABHD5-PLIN5 inh | MC4R barr agon | Granule exo inh | ABCB6 inh 2 | TLR9-MyD88 inh | NOD2-RIPK2 inh
-2 | -2 | 0.2 | COC(=O)c1cccc(Cn2nnc3ccccc3c2=O)c1 | 12 | -3 | -1.3 | -6 | 102 | 2 | 4
3 | 18 | -0.1 | CC(=O)Nc1cc(C(=O)O)ccc1S(=O)(=O)c1ccc(Cl)cc1 | -1 | -12 | 0.2 | 4 | 101 | -8 | 5
-5 | 0 | 0.3 | OCCNc1nc(SCc2ccccc2)nc2sc3c(c12)CCC3 | -26 | -14 | -2.3 | 8 | 92 | -6 | -5
5 | 2 | 0.3 | CC(C)OC(=O)CSc1nc2c(cc1C#N)CCCCC2 | 9 | 3 | -1.4 | -1 | 89 | -9 | 1
-1 | 8 | -0.1 | Cc1cccc(NC(=O)CC(C)S(=O)(=O)c2ccc3c(c2)NC(=O)CO3)c1C (configuration not stated) | -2 | -5 | -3.2 | 2 | 96 | 7 | 5
-2 | 5 | -0.1 | CN1C(=O)C(C)(C)c2cc(S(=O)(=O)N3CCN(c4ccc(F)cc4)CC3)ccc21 | -3 | -6 | -2.4 | -1 | 100 | -3 | 2
x | 5 | -0.1 | CCOc1ccc(CCNC(=O)c2cc([N+](=O)[O-])ccc2N2CCOCC2)cc1OCC | x | -1 | -0.1 | -1 | 102 | -10 | -2
3 | -4 | 0.2 | O=C(CCCc1ccccc1)Nc1nccs1 | -6 | -7 | -2.0 | 1 | 99 | 10 | 6
3 | -3 | 0.2 | COc1ccc(C(=O)O)cc1S(=O)(=O)Nc1ccc(N2CCCCC2)cc1 | -2 | 5 | -0.5 | 0 | 98 | 1 | -12
-2 | 2 | 0.1 | Cc1ccccc1NC(=S)N1CCN(C(=O)c2ccco2)CC1 | 1 | 2 | -2.8 | -3 | 105 | 4 | -8
1 | 4 | -0.2 | CCc1cc(C(=O)NNC(=S)Nc2cccc(C)c2)cs1 | 15 | -6 | 0.1 | 2 | 96 | 0 | -8
2 | 16 | 0.2 | CCOC(=O)c1c(C)[nH]c(C)c1C(=O)COC(=O)c1cccnc1OCC | -1 | 2 | -0.1 | -11 | 90 | -13 | 1
2 | -11 | 0.4 | CCc1nc2ccc(C(=O)N3CCN(c4cccc(C)c4C)CC3)cc2nc1CC | -4 | -7 | 6.6 | -7 | 94 | 0 | -6
2 | -4 | 1.1 | CCS(=O)(=O)N1CCCC(C(=O)NCCCOC)C1 (configuration not stated) | x | 7 | -1.0 | 2 | 97 | 1 | -7
1 | 6 | 0.1 | Cc1ccc(S(=O)(=O)N2CCN(C(=O)C3CCCO3)CC2)cc1 (configuration not stated) | -3 | 0 | -1.6 | 46 | 100 | -15 | -3
-1 | 11 | 0.2 | CCN(C(=O)CSc1cc(-c2ccccc2)c2ccc(OC)cc2n1)C1CCS(=O)(=O)C1 (configuration not stated) | 1 | 7 | -1.0 | 8 | 99 | -2 | 4

Structures from the list above that contain an aryl methoxy group (7):
N-glyco inh | MC4R antagonist | aDG glyco up | Structure | Vif imaging | ABHD5-PLIN5 inh | MC4R barr agon | Granule exo inh | ABCB6 inh 2 | TLR9-MyD88 inh | NOD2-RIPK2 inh
1 | 0 | -0.1 | COc1cccc(N2CCN(Cc3nc(N)nc(Nc4ccccc4OC)n3)CC2)c1 | 2 | -1 | -2.5 | 1 | 94 | -1 | -6
1 | 11 | -0.1 | COc1cccc(C(=O)/C=C/Nc2ccc(S(=O)(=O)Nc3ncccn3)cc2)c1 | 2 | -7 | -1.2 | -1 | 90 | 0 | 16
0 | 6 | -0.1 | COc1cc(CC(NC(C)=O)C(=O)NC2CCN(c3nc(C)cc(C)c3C#N)CC2)cc(OC)c1 (configuration not stated) | -10 | -5 | -0.3 | -1 | 96 | -4 | -11
1 | 4 | 0.2 | COc1ccc(N2CCN(C(=O)NC(=O)c3ccc(Cl)cc3)CC2)cc1 | 3 | 4 | -1.6 | -7 | 96 | 1 | -3
-3 | -3 | 0.5 | COc1ccc(CNc2ccc(-c3ccc(OC)cc3)nn2)cc1 | 3 | 2 | 0.4 | 0 | 99 | 1 | 0
3 | -3 | 0.2 | COc1ccc(C(=O)O)cc1S(=O)(=O)Nc1ccc(N2CCCCC2)cc1 | -2 | 5 | -0.5 | 0 | 98 | 1 | -12
-1 | 11 | 0.2 | CCN(C(=O)CSc1cc(-c2ccccc2)c2ccc(OC)cc2n1)C1CCS(=O)(=O)C1 (configuration not stated) | 1 | 7 | -1.0 | 8 | 99 | -2 | 4

Assay outcomes as filed in PubChem.
